Bioassay records: PubChem BioAssay, NMMLSC
Avidin fluor – compound fluoresces at 488/530 nm on avidin beads | compound fluorescence 488/530 nm, flow cytometry; active compounds read high | actives 0.38% (n = 220,000) | fluorescence (KMESF) at 10 µM; in the data active means fluorescence above about 47; further: inactives centre near 10
RGS4-Gao reg – human RGS4-Galphao interaction regulation; P09471; actives 0.33% (n = 220,000); binding response (% of control), % at 10 µM; AID 1415; Multiplexed bead flow cytometry, RGS4-Galphao binding; actives lie on both sides; in the data active means binding response below about 49% or above about 150%; inactive means in between;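 further: fluorescent Galphao activated with aluminum fluoride binding bead-coupled RGS4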
Target sequence (P09471 whole entry, looked up): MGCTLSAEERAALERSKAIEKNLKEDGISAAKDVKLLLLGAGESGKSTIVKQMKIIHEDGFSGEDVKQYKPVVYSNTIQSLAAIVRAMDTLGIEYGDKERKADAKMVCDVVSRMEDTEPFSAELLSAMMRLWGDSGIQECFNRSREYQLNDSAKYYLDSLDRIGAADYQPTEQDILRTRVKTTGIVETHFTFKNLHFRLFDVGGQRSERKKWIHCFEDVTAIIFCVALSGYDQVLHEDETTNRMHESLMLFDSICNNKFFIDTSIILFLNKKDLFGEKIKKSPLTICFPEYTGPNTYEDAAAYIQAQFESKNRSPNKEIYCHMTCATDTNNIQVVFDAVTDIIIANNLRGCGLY
GSH bead fluor – GSH bead compound fluorescence profile; GSH beads flow cytometry, compound fluorescence 488/530 nm; active compounds read high; fluorescence (KMESF) at 10 µM; actives 0.25% (n = 190,000); AID 1776; in the data active means fluorescence above about 89;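 further: glutathione beads carrying GST-tagged Bcl family fusion proteins plus one bare bead set; values are compound well signal with DMSO vehicle wells as background; inactives centre near 16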
RGS7-Gao reg – regulators of human RGS7-Galphao interaction; P09471; Multiplexed bead flow cytometry, RGS7-Galphao binding; actives lie on both sides; binding response (% of control), % at 10 µM; actives 0.35% (n = 220,000); in the data active means binding response below about 49% or above about 150%; inconclusive means no clear call, values can overlap the other calls; inactive means in between;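 further: fluorescent Galphao held in activated GDP-AlF4 state binding bead-coupled RGS7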
Bfl-1 Bim block – human Bim-Bfl-1 interaction inhibition. Q16548. Bead-based flow cytometry, Bim-Bfl-1 binding inhibition. inhibition, % at 10 µM. actives 0.12% (n = 190,000). AID 1008;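 further: 0% = wells without compound plus tracer and 100% = blocker peptide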
ABCG2 block – human ABCG2 inhibition, ABCB1 as counter-screen | Q9UNQ0 | IgMXP3 cells, JC-1 efflux, flow cytometry | inhibition, % at 6.6 µM | actives 0.1% (n = 190,000);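 active means inhibition above 80%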;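 further: 0% = DMSO and 100% = nicardipine control wells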
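Test system: ABCG2 IgMXP3 and barcoded ABCB1 CCRF-Adr cell mix; Schedule: cells with compound and JC-1, 10 min at 25 °C, rotating, no wash; Technique: flow cytometry of retained JC-1 fluorescence; Measure: % inhibition of efflux relative to nicardipine and DMSO; Controls: nicardipine high and DMSO low controls.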
ABCB1 inh – blocks JC-1 efflux by human ABCB1 transporter. CCRF-Adr cells, flow cytometry. inhibition, % at 6.6 µM. actives 0.067% (n = 190,000); in the data active means inhibition above about 40%;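 further: 0% = vehicle and 100% = reference inhibitor; higher value means more JC-1 retained so stronger ABCB1 efflux block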
Bim-Bcl-XL – human Bim-Bcl-XL interaction inhibition; inhibition, % at 10 µM; actives 0.04% (n = 190,000); Bim peptide-Bcl-XL binding, bead flow cytometry, fluorescence; Q07817
Target sequence (Q07817 whole entry, looked up): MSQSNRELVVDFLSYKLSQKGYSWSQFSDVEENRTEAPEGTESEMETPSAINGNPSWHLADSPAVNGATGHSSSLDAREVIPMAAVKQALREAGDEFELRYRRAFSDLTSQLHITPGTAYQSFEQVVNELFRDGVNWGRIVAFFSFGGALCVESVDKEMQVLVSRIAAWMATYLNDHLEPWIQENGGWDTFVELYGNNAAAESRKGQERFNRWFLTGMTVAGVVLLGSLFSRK
Bcl-2 Bim block – human Bim-Bcl-2 interaction inhibition; Bead-based flow cytometry, Bim peptide-Bcl-2 binding; AID 950; actives 0.06% (n = 190,000); inhibition, % at 10 µM; in the data active means inhibition above about 40%; inconclusive means no clear call, values can overlap the other calls;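 further: 0% = no compound wells with probe peptide and 100% = reference peptide inhibitor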
Bim-Bcl-W – inhibitors of Bim-Bcl-W interaction, human; bead-based flow cytometry, Bim peptide-Bcl-W binding; inhibition, % at 10 µM; actives 0.02% (n = 190,000);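 further: 0% = bound tracer without compound and 100% = peptide blocker; higher means less fluorescent Bim peptide bound to Bcl-W beads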
Target sequence (Q92843 whole entry, looked up): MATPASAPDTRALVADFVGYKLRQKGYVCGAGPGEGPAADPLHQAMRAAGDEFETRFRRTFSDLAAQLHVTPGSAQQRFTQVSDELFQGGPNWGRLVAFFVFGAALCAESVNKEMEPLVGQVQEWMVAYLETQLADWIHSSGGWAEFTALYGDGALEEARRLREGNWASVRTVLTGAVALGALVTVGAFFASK
Bim-Bcl-B – human Bim-Bcl-B interaction inhibition | actives 0.073% (n = 190,000) | Q9HD36 | AID 951 | inhibition, % at 10 µM | bead-based flow cytometry, Bim peptide-Bcl-B binding;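 further: 0% = tracer peptide without compound and 100% = reference inhibitor peptide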
Target sequence (Q9HD36 whole entry, looked up): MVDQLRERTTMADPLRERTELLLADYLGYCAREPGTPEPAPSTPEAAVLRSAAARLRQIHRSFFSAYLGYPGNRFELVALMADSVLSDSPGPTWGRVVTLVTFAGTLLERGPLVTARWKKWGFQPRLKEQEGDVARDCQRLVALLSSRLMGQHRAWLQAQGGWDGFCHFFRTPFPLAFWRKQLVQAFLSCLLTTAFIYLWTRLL
Starred values were filed as active, the others as inactive; ? = inconclusive; / = not tested or not shown. Unless noted, no stated cut-off is given here; in the data, active means inhibition above about 40%.

compound | Avidin fluor | RGS4-Gao reg | GSH bead fluor | RGS7-Gao reg | Bfl-1 Bim block | ABCG2 block | ABCB1 inh | Bim-Bcl-XL | Bcl-2 Bim block | Bim-Bcl-W | Bim-Bcl-B
COc1ccc(NC(=O)Cc2c(O)c3ccccc3[nH]c2=O)cc1 | 4 | 107 | 55 | 103 | -3 | 3 | 0.7 | 5 | -6 | -7 | -2
COC(=O)C1(C(=O)OC)NOC2C(=O)N(c3ccc(Cl)cc3Cl)C(=O)C21 (stereo not given) | 6 | 87 | 55 | 96 | -14 | 2 | 0.5 | -9 | -7 | -3 | -7
O=C(NCC1CCCO1)C(c1ccccn1)N(Cc1ccccc1Cl)C(=O)CN1C(=O)c2ccccc2S1(=O)=O (stereo not given) | 8 | 101 | 56 | 101 | -6 | -1 | -0.5 | -4 | -5 | -5 | -6
COc1ccc(Cn2nnnc2C(c2cc3cc(C)cc(C)c3[nH]c2=O)N2CCOCC2)cc1 (stereo not given) | 29 | 99 | 23 | 99 | -11 | 12 | 1.8 | -1 | -3 | 1 | -7
Cc1cccnc1NC(=O)c1ccc([N+](=O)[O-])o1 | 13 | 100 | 20 | 101 | -11 | 11 | -0.1 | -3 | -13 | 0 | -2
CCCOc1ccccc1C1CC(=O)Nc2cc3c(cc21)OCO3 (stereo not given) | 15 | 100 | 29 | 93 | -11 | 7 | 0.9 | -9 | -11 | -1 | -7
O=C(N/N=C/c1cccnc1)/C(=C\c1cccs1)NC(=O)c1ccccc1 | 4 | 100 | 8 | 100 | 0 | 2 | 0.0 | -2 | 2 | 0 | -4
CCOC(=O)N1CCC(n2c(=S)[nH]c3ccccc3c2=O)CC1 | 12 | 100 | 10 | 102 | -11 | 4 | 0.7 | -2 | -1 | 1 | -10
N#CC1(C#N)[C@@H](C(=O)C23CC4CC(CC(C4)C2)C3)C12CCOCC2 | 11 | 99 | 8 | 98 | -1 | 0 | 0.2 | -8 | 0 | -4 | -5
O=C(Nc1ccc(F)c(Cl)c1)c1ccc2c(=O)n3c(nc2c1)CCCCC3 | 24 | 100 | 11 | 98 | -9 | 0 | 0.3 | -4 | -5 | -1 | -2
CC(C)(C)NS(=O)(=O)c1ccc2nc(NC(=O)c3ccc(N4C(=O)CCC4=O)cc3)sc2c1 | 10 | 102 | 11 | ? | 5 | 1 | -0.2 | -2 | 0 | -3 | 1
Fc1ccccc1Sc1ccccc1CNC1=NCCN1 | 4 | 109 | 10 | 114 | 2 | 2 | -0.1 | 0 | 0 | 1 | -1
CN(C)c1ccc(/C=N/NC(=O)c2ccccc2Cl)cc1 | 6 | 103 | 19 | 101 | 0 | 1 | 0.0 | -2 | -2 | 1 | -4
NS(=O)(=O)c1ccc(CNC(=O)c2cc(-c3ccccn3)nc3ccc(Cl)cc23)cc1 | 3 | 97 | 10 | 102 | -4 | 5 | 1.1 | -5 | -2 | -5 | -2
Cc1cc(=O)n2c3ccccc3n(CC(O)CN3CCOCC3)c2c1C#N (stereo not given) | 8 | 99 | 15 | ? | -4 | 17 | 1.6 | 0 | 0 | -1 | 0
CCOC(=O)C1=C(C(F)(F)F)Nc2ncnn2C1c1cc(OC)c(OC)cc1OC (stereo not given) | 10 | 99 | 12 | 102 | -13 | 3 | 0.4 | -5 | 0 | -2 | -5

Looked up above:
Cc1cccnc1NC(=O)c1ccc([N+](=O)[O-])o1 – Bim-Bcl-XL = -3
COc1ccc(NC(=O)Cc2c(O)c3ccccc3[nH]c2=O)cc1 – GSH bead fluor = 55
CCCOc1ccccc1C1CC(=O)Nc2cc3c(cc21)OCO3 (stereo not given) – RGS7-Gao reg = 93

(further entries)
compound | Avidin fluor | RGS4-Gao reg | GSH bead fluor | RGS7-Gao reg | Bfl-1 Bim block | ABCG2 block | ABCB1 inh | Bim-Bcl-XL | Bcl-2 Bim block | Bim-Bcl-W | Bim-Bcl-B
Cc1ccc(-c2cc(C(=O)O)n[nH]2)s1 | 15 | 101 | 13 | ? | -6 | 23 | 0.2 | 2 | 1 | 1 | 0
COc1ccc(/C=C/C(=O)NCc2nc3ccccc3[nH]2)cc1OC | 10 | 100 | 12 | 95 | 6 | 0 | -0.4 | -5 | 1 | -1 | 1
CCCCNc1ccc(S(=O)(=O)c2cccc([N+](=O)[O-])c2)cc1[N+](=O)[O-] | 7 | 98 | 9 | 99 | 0 | 23 | 2.4 | -2 | 0 | -2 | -4
N#CC1=C(S)N=C(N)C(c2nc(-c3ccccc3)cs2)C12CCCCC2 (stereo not given) | 23 | 97 | 25 | 103 | -10 | -1 | -0.2 | -7 | -2 | 0 | -12
O=C1CC(c2ccccc2)CC(O)=C1C=NCCN1CCN(C(=S)Nc2cccc(Cl)c2)CC1 (stereo not given) | 10 | 94 | 12 | 94 | 2 | 9 | 1.2 | -2 | 1 | 0 | -5
Cc1cccc(NS(=O)(=O)c2cc(C(=O)N3CCCC3)ccc2Cl)c1 | 9 | 98 | 16 | 100 | 0 | 2 | 0.5 | -6 | 0 | -5 | -3
COc1ccc(-c2ccnc3c(C(=O)O)cnn23)cc1 | 11 | 100 | 10 | 107 | -5 | 1 | 0.1 | -3 | 0 | 1 | -1
COC(=O)c1ccccc1NC(=O)CSc1nc(N)cc(=O)[nH]1 | 9 | 101 | 9 | 95 | -9 | -1 | -0.1 | -4 | -1 | -1 | -3
COC(=O)c1nnn(CC(=O)Nc2cc(Cl)ccc2C)c1C(=O)OC | 5 | 97 | 37 | 100 | -7 | 0 | 0.0 | 5 | -5 | 3 | -4
Cc1ccc(CN(C(=O)CNC(=O)c2cccs2)C(C(=O)NCC2CCCO2)c2ccccc2)cc1 (stereo not given) | 12 | 104 | 30 | 107 | -17 | 0 | 0.2 | -3 | -10 | -3 | -10
COC(=O)C1=C(C)N(c2cccc3ccccc23)C(=O)C1 | 8 | 99 | 19 | 103 | -3 | 0 | 0.2 | -6 | 0 | -1 | -5
CC(=O)c1c(C(C)=O)c(C)n(NC(=O)c2ccncc2)c1C | 16 | 101 | 18 | 102 | -2 | 1 | 0.3 | -2 | -3 | -1 | -1
Cc1cccc(C)c1OCC(=O)NNC(=O)c1ccoc1C | 13 | 98 | 25 | 94 | -1 | 4 | 0.7 | -2 | -1 | -2 | -5
Clc1ccc(CONc2ncnc3nonc23)c(Cl)c1 | 11 | 111 | 12 | 110 | -4 | 3 | 0.2 | -1 | -4 | -6 | -5
O=C(Nc1ccc(Cl)cn1)c1ccc(Br)c(S(=O)(=O)N2CCCCC2)c1 | 10 | 97 | 9 | 99 | -3 | -1 | -0.5 | -1 | -1 | 0 | 0
O=C(c1nc(-c2ccccc2)n(-c2ccccc2)n1)N1CCN(S(=O)(=O)c2ccccc2)CC1 | 34 | 99 | 46 | 99 | -5 | 2 | 1.0 | -1 | 0 | 0 | -2
O=C(CC1Nc2ccccc2NC1=O)Nc1ccc2c(c1)OCO2 (stereo not given) | 18 | 103 | 13 | 102 | 2 | 0 | 0.1 | -3 | 1 | -1 | -6
CCc1nn(CCCN2CCN(c3cccc(Cl)c3)CC2)c(=O)n1CCOc1ccccc1 | 6 | 93 | 71 | 96 | -2 | 1 | / | 0 | -6 | -5 | -4
O=C(/C=C/c1ccccc1)N(c1ccccn1)C1CCCCC1 | 32 | 105 | 18 | 102 | 0 | 4 | 0.6 | 0 | 0 | 2 | 1
COc1cc(C2Nc3ccc4ncccc4c3C3=C2C(=O)CCC3)cc(OC)c1OC (stereo not given) | 6 | 95 | 11 | 96 | 0 | 0 | 0.4 | 0 | 0 | 0 | -4
CCOc1ccc(/C=C2\SC(=O)N(CCNC(=O)C3COc4ccccc4O3)C2=O)cc1OC (stereo not given) | 11 | 94 | 9 | 90 | -3 | 24 | 2.1 | -6 | -4 | 0 | -5
O=C(O)C1CCCN1C(=O)Oc1ccccc1 (stereo not given) | 7 | 103 | 16 | 102 | -11 | 0 | 0.2 | -5 | -8 | 1 | -6
CCCCNC(=O)C1CCC(CNS(=O)(=O)c2ccc(C)cc2)CC1 (stereo not given) | 28 | 100 | 9 | 102 | -2 | 0 | 0.9 | -9 | 0 | -5 | -4
O=C(C1CCN(S(=O)(=O)c2ccc3ccccc3c2)CC1)N1CCN(c2ncccn2)CC1 | 8 | 94 | 23 | 107 | 1 | 2 | 1.2 | 1 | 0 | 0 | 0

Fetched by compound from above (two):
compound | Avidin fluor | RGS4-Gao reg | GSH bead fluor | RGS7-Gao reg | Bfl-1 Bim block | ABCG2 block | ABCB1 inh | Bim-Bcl-XL | Bcl-2 Bim block | Bim-Bcl-W | Bim-Bcl-B
CCCCNC(=O)C1CCC(CNS(=O)(=O)c2ccc(C)cc2)CC1 (stereo not given) | 28 | 100 | 9 | 102 | -2 | 0 | 0.9 | -9 | 0 | -5 | -4
O=C(O)C1CCCN1C(=O)Oc1ccccc1 (stereo not given) | 7 | 103 | 16 | 102 | -11 | 0 | 0.2 | -5 | -8 | 1 | -6

Further compounds:
compound | Avidin fluor | RGS4-Gao reg | GSH bead fluor | RGS7-Gao reg | Bfl-1 Bim block | ABCG2 block | ABCB1 inh | Bim-Bcl-XL | Bcl-2 Bim block | Bim-Bcl-W | Bim-Bcl-B
c1ccc2c(c1)CCN2CCN1CCc2ccccc21 | 12 | 98 | 6 | 99 | 0 | 0 | -0.1 | 1 | 0 | 1 | 2
COC(=O)c1cc(OC)c(OC)cc1NC(=O)c1cccc(OC)c1OC | 10 | 99 | 22 | 98 | -4 | 2 | 0.8 | 0 | 0 | -1 | -2
Cc1ccc(N(CC(=O)NCc2ccc(F)cc2)C(=O)c2csnn2)cc1C | 28 | 104 | 9 | 103 | -6 | -2 | 0.4 | -15 | 0 | -8 | -5
O=C(CSc1nnnn1-c1ccc(O)cc1)Nc1cccc(S(=O)(=O)N2CCCC2)c1 | 13 | 102 | 22 | 100 | -3 | -9 | -1.7 | -8 | -1 | 1 | -2
O=C(Nc1ncccc1Cl)C(Sc1ccccc1)c1ccccc1 (stereo not given) | 12 | 108 | 27 | 107 | -20 | 40 | 1.2 | -10 | -17 | -1 | -13
O=C1NN(c2ccc(F)cc2)C(=O)/C1=C/c1cccs1 | 13 | 103 | 29 | 102 | -2 | -2 | -0.9 | -1 | 1 | 1 | -3
CC(C)[C@H](NC(=O)NCc1cccs1)C(=O)O | 4 | 100 | 5 | 100 | 9 | 0 | 0.1 | 0 | 1 | -2 | -1
O=C(CNCc1ccco1)Nc1ccc(N2CCCCCC2)cc1 | 8 | 96 | 25 | 92 | 2 | 2 | 0.8 | 0 | 2 | 4 | -6
O=C(Cn1c(=O)n(-c2ccccc2)c(=O)c2sccc21)NCc1ccccc1 | 15 | 97 | 15 | 96 | -5 | 6 | -0.1 | 0 | 0 | -3 | -5
CCC(=O)OCC(=O)Nc1ccc2c(c1)OCO2 | 19 | 101 | 13 | ? | -4 | 7 | 1.5 | -3 | 0 | 0 | -3
CS(=O)(=O)N(CC(=O)NCc1ccncc1)c1ccc(Cl)c(Cl)c1 | 33 | 102 | 18 | 100 | -3 | 3 | 0.4 | -2 | -4 | -4 | -1
Cc1sc(NC(=O)CSc2nnnn2C2CCCC2)c(C#N)c1C | 7 | 95 | 38 | 94 | -10 | 0 | -1.9 | -2 | -8 | 0 | -5
COC(=O)c1sc(NC(=O)CC(C)C)c(C(=O)OC)c1C | 7 | 95 | 46 | 91 | -10 | 10 | 0.9 | 5 | -7 | 7 | -7
O=c1c2ccccc2nc2c3ccccc3c3nncn3n12 | 6 | 104 | 57 | 98 | -11 | 6 | 1.2 | -5 | -4 | 5 | 2
